High-throughput results as filed in PubChem BioAssay.
GLS inhibitor: glutaminase GLS (human) inhibition | GLS enzymatic activity, qHTS titration | O94925 | 0.21% of 410,000 active | Potency, µM (top dose mostly 45.5 µM), for the others: at the top dose activity change, negative = inhibition, hits mostly inhibitors | AID 624170; further: potency means the concentration at half of the fitted maximal effect; on the % scale 0 is the no-effect control and ±100 the full control effect
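Enzyme dispensed in phosphate buffer (45 mM, pH 8.2, 0.02% Tween-20), compounds pinned in, then 1 mM L-glutamine solution and the glutamate oxidase–HRP–Amplex Red mix added; fluorescence read immediately and again after 30 min at room temperature.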
G9a inh: blocks human histone lysine methyltransferase G9a. G9a H3K9 monomethylation, AlphaScreen, 2 h. Q96KQ7. Potency, µM (top dose mostly 102 µM), for the others: at the top dose activity, negative = inhibition, usual class: inhibitors. 8.8% of 350,000 active; further: potency means the concentration at half of the fitted maximal effect; on the % scale 0 is the no-effect control and ±100 the full control effect; nearly all actives have a fitted effect of over 75% in size
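G9a (20 nM) was preincubated 15 min with compound, then reacted 2 h at room temperature with 500 nM biotin-H3K9 peptide and 20 µM SAM. Monomethyl-H3K9 detected by AlphaScreen using anti-H3K9me1 antibody.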
BAZ2B block: blocks human BAZ2B. 4.4% of 360,000 active. Q9UIF8. AID 504333. Potency, µM (doses to about 114 µM), without a hit: top-dose activity change, negative = inhibition, usual class: inhibitors. AlphaScreen BAZ2B-H3K14Ac peptide displacement; further: potency means the concentration at half of the fitted maximal effect; on the % scale 0 is the no-effect control and ±100 the full control effect; nearly all actives have a fitted effect of over 60% in size
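Compounds, titrated to a top concentration of 110 uM, were incubated 30 min at room temperature with preformed BAZ2B/acetyl-K14 H3 peptide complex (50 nM each). Proximity signal was measured by AlphaScreen after 20 min with beads.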
ERG-DNA inh: blocks human ERG Ets domain binding to DNA | Potency, µM (doses to about 76.9 µM), without a hit: at the highest dose FP activity, negative = inhibition, actives largely listed as inhibitors | fluorescence polarization, His-ERG Ets domain / labelled DNA | P11308 | 0.028% of 370,000 active; active means well fitted inhibition curve with a large enough effect in the polarisation, with a control signal flat; inconclusive means small, poorly fitted or top-dose-only effect, or effect the other way, or a change in a side signal; inactive means no such curve, though single readings can be large or run the other way; the % refers to the polarisation;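 further: polarization taken with two DNA probes labelled with fluorescein and Texas red; potency means the concentration at half of the fitted maximal effect; % of control where 0% means no effect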
Target sequence (P11308 whole entry, looked up, the tested form may be a part): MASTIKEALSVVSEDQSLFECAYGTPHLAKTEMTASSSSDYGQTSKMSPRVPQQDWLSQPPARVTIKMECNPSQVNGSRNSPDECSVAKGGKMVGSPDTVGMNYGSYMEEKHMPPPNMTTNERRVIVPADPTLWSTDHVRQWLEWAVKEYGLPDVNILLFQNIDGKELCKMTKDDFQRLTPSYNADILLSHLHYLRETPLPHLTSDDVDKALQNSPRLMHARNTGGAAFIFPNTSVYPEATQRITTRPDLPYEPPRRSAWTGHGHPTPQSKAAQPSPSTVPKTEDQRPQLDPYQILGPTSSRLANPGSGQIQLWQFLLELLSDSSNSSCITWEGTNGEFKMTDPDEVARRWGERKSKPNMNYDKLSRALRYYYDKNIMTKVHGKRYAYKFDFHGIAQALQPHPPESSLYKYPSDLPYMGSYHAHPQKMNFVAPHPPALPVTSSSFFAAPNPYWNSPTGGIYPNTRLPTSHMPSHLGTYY
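His-tagged ERG Ets domain (1 uM in the protein solution; 300mM KCl, 50mM Tris-HCl, 1mM EDTA, 1mM DTT, pH 7.5) received compound, then a probe mix of 5 nM fluorescein-DNA and 100nM Texas-615-DNA. Fluorescence polarization was read for both dyes.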
Pin1 inh: human Pin1 inhibition; Q13526; Pin1 FP peptide displacement, HiFluor488, 10 min; Potency, µM (titrated, usually from 115 µM), inactives show at the top dose activity, negative = inhibition, most hits filed as inhibitors; 0.009% of 390,000 active; active means well fitted inhibition curve with a large enough effect in the polarisation, with a control signal flat, not every such curve was filed as active; inconclusive means small, poorly fitted or top-dose-only effect, or effect the other way, or a change in a side signal; inactive means no such curve, though single readings can be large or run the other way; the % refers to the polarisation; further: potency means the concentration at half of the fitted maximal effect; on the % scale 0 is the no-effect control and ±100 the full control effect
Target sequence (Q13526 whole entry, looked up): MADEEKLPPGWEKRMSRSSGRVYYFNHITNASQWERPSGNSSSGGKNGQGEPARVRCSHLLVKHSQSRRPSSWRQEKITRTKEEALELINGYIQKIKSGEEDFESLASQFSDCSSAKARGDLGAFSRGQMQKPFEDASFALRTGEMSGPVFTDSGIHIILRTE
JMJD2A Tudor inh: JMJD2A Tudor domain (human) inhibition; Potency, µM (top dose mostly 114 µM), inactives show at the highest dose activity change, negative = inhibition, usual class: inhibitors; O75164; 4.4% of 390,000 active; AID 504339; AlphaScreen JMJD2A-Tudor / H3K4me3 peptide binding; further: potency means the concentration at half of the fitted maximal effect; on the % scale 0 is the no-effect control and ±100 the full control effect; nearly all actives have a fitted effect of over 50% in size
PI4K2A block: inhibitors of human PI4K2A | purified PI4K2A, ADP-Glo luminescence, 1 h; active compounds read low | activity change, negative = inhibition, % at 76.9 µM | AID 1346378 | 0.13% of 420,000 active; in the data active means activity change below about -50%; inconclusive means mostly about -30% to -49%;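 further: -100% = wells without enzyme as full effect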
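ADP-Glo luminescence measured ADP generated by PI4K2A enzyme (4 ug/mL before mixing) with 1.2 mM PI substrate (pre-mix) and 300 microM ATP (pre-mix). Tris pH7.5 buffer with MgCl2, Triton X-100; 1 h reaction at ambient temperature.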
HP1b binding inh: HP1-beta chromodomain-methylated histone interaction inhibition | P83916 | AlphaScreen HP1-beta / biotin-H3K9me3 peptide binding | Potency, µM (top dose mostly 114 µM), without a hit: at the top dose activity change, negative = inhibition, usual class: inhibitors | 0.56% of 390,000 active | AID 540317; further: potency means the concentration at half of the fitted maximal effect; nearly all actives have a fitted effect of over 70% in size; inactives centre near 23
Target sequence (P83916 whole entry, looked up): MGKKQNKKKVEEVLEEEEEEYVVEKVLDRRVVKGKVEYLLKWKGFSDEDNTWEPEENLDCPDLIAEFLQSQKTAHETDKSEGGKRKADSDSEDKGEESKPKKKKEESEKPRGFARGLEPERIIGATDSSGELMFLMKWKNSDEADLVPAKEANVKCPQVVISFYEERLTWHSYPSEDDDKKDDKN
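AlphaScreen: HP1-beta (50 nM) preformed 30 min with biotin-H3(1-18)K9me3 peptide (50 nM) in PBS pH 7.4, 0.01% Tween-20. Compound added for 30 min at RT, then streptavidin donor/nickel chelate acceptor beads (10 ug/mL) for 30 min.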
PGK inhibitor: blocks T. brucei phosphoglycerate kinase; Potency, µM (doses to about 57.5 µM), inactives show at the top dose activity change, negative = inhibition, usual class: inhibitors; 0.043% of 380,000 active; P07378; PGK/GAPDH coupled, Kinase-Glo luminescence, 60 min; AID 602233; further: potency means the concentration at half of the fitted maximal effect; on the % scale 0 is the no-effect control and ±100 the full control effect; nearly all actives have a fitted effect of over 60% in size
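Recombinant glycosomal PGK reaction used 1,3-bisphosphoglycerate generated in-well by GAPDH (100nM final) in 100mM TEA pH 7.6, 5mM MgCl2, 0.01% Tween-20. After 60 minutes at room temperature, ATP was read by Kinase-Glo Plus luminescence end-point.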
* = called active by the depositor; i = inactive; u = inconclusive; x = not tested or not shown; [ ] = another dose, or the depositor's remark. Unless noted, the call rests on the fitted dose curve; in most records, active means well fitted curve in the direction sought with a large enough effect; inconclusive means small, poorly fitted or top-dose-only effect, or another doubt; inactive means no such curve, though single readings can be large; an effect the other way counts as inactive or inconclusive.

cpd	GLS inhibitor	G9a inh	BAZ2B block	ERG-DNA inh	Pin1 inh	JMJD2A Tudor inh	PI4K2A block	HP1b binding inh	PGK inhibitor	mol
1	23%	-18%[12.7 µM]	2%	-3%	-1%	u	-3	25%	-8%	O=c1c2cc(N3CCOCC3)ccc2[nH]c(=S)n1CCCN1CCCCC1
2	-7%	32%	-11%	-15%	8%	-6%	-3	26%	-5%	CCN(CC(=O)Nc1cc(Cl)ccc1C)C(=O)COc1cccc2c1OC(C)(C)C2
3	0%	10%	-26%	11%	-11%	-2%	3	36%	1%	COc1cc2c(C(=O)NC3CCCCCC3)cn(C)c(=O)c2cc1OC
4	u	-1%	-8%	2%	-2%	-8%	-3	47%[activator]	-5%	O=C(CCNC(=O)c1ccc(Br)cc1)NNC(=O)c1ccccc1O
5	0%	2%[59 µM]	3%	-2%	4%	-9%	2	13%	5%	CCCCN1CNC(=S)N(c2ccc(C(=O)OCC)cc2)C1
6	-4%	12%[0.501 µM]	2%	7%	0%	-16%	-6	21%	1%	CCOc1ccc(S(=O)(=O)NCCC(=O)NCC(c2cccs2)N(C)C)cc1 (centres undefined)
7	-1%	x	x	0%	-1%	-1%	0	26%	i	Cc1cccc(OCC(O)CNC(=O)c2ccccc2C(=O)O)c1 (centres undefined)
8	-2%	23%[59 µM]	-4%	0%	2%	9%	4	31%	-7%	Cc1ccn2c(C(=O)CSc3ccc(Cl)cc3)c(C)nc2c1
9	-2%	-5%	-1%	2%	-1%	1%	-4	39%	-6%	CC(c1ccccc1)C1CC(=O)N(c2ccc([N+](=O)[O-])cc2)C1=O (centres undefined)
10	-3%	-30%[12.7 µM]	-15%	2%	-1%	-23%	-1	25%	i	NC(=O)CC(NC(=O)c1ccc(Br)cc1)c1ccc(N2CCN(c3ccc(F)cc3)CC2)c([N+](=O)[O-])c1 (centres undefined)

Next part
cpd	GLS inhibitor	G9a inh	BAZ2B block	ERG-DNA inh	Pin1 inh	JMJD2A Tudor inh	PI4K2A block	HP1b binding inh	PGK inhibitor	mol
11	10%	-2%[12.7 µM]	3%	0%	5%	-13%	0	9%	7%	Cc1ccc(OCC(=O)N/N=C/c2cccnc2)cc1C
12	-2%	u	u	10%	35%[activator]	-32%	-7	u	i	CCCNC(=S)N1CCN(c2nc(-c3cccc(OC)c3)cs2)CC1
13	-9%	7%[59 µM]	-5%	0%	-7%	-25%	1	12%	-6%	CCCN1C(=O)CN(C2CCCCCC2)C(=O)C1c1ccc(OCC)c(OC)c1 (centres undefined)
14	14%	x	x	0%	-2%	-10%	3	15%	0%	COC(=O)c1oc2ccc(Br)cc2c1NC(=O)CN1CCN(C)CC1
15	2%	78%[activator]	28%	1%	-9%	57%[activator]	1	132%[activator]	3%	CCn1c(=O)c(C(=O)NC(C)c2ccccc2)c(O)c2ccccc21 (centres undefined)
16	1%	0%	-3%	-1%	5%	1%	6	31%	-2%	COC(=O)N1CCCc2cc(C)ccc21
17	-5%	13%	-36%	1%	9%	-8%	-10	38%	0%	COc1ccc(/C=C2\SC(=S)N(CC(=O)NC3C=CS(=O)(=O)C3)C2=O)cc1 (centres undefined)
18	2%	4%[12.7 µM]	u	-1%	6%	-33%	0	2%	3%	CC(C)(C)c1ccc(C(=O)Nn2c(CCC(=O)O)ccc2-c2cccs2)cc1
19	4%	x	-8%	-5%	u	-24%	-1	34%	-10%	Cc1c[n+](CC(=O)c2ccccc2)c(C)cn1
20	0%	3%[12.7 µM]	6%	1%	16%	-2%	-6	61%[activator]	6%	N#Cc1cccc(-n2c(-c3ccccc3)nnc2-c2ccccc2)c1C#N

The list continues:
cpd	GLS inhibitor	G9a inh	BAZ2B block	ERG-DNA inh	Pin1 inh	JMJD2A Tudor inh	PI4K2A block	HP1b binding inh	PGK inhibitor	mol
21	0%	-1%[59 µM]	-2%	x	1%	-6%	-5	19%	x	Cn1c(SCc2ccc(Br)cc2)nnc1-c1ccncc1
22	25%	40µM*	u	1%	u	u	2	0%	6%	COc1ccccc1N(C)S(=O)(=O)c1ccc(C(=O)Nc2ccc(N3CCOCC3)cc2)cc1
23	2%	-5%[0.0925 µM]	45µM*	14%	53%[activator]	-34%	-2	16%	-9%	COc1ccc(-n2c(C)cc(/C=C3\C(=N)N4N=C(CC(=O)N5CCOCC5)SC4=NC3=O)c2C)cc1
24	-2%	-18%[59 µM]	2%	-6%	-3%	-13%	4	26%	0%	CCN(Cc1ccncc1)C(=O)c1cccs1
25	0%	-29%[59 µM]	-18%	1%	16%	-20%	0	-2%	-9%	CCOc1ccc(NC(=O)Cn2c(=O)n(Cc3ccco3)c(=O)c3oc4ccccc4c32)cc1
26	-4%	x	x	11%	2%	-4%	4	28%	-6%	CCOc1cc(C(=O)N(Cc2ccccc2)c2ccc(C)cc2)ccc1OCC(=O)N1CCOCC1
27	1%	-3%[59 µM]	9%	-1%	1%	-11%	1	10%	-3%	CCOC(=O)CNC(=O)CNC(=O)c1ccc(OC)cc1
28	-6%	0%[59 µM]	6%	5%	-1%	-3%	-2	25%	-14%	Fc1ccc(-n2ncc3c(Nc4cccc(Cl)c4)ncnc32)cc1
29	1%	4%	-8%	-9%	4%	-8%	2	25%	3%	C/C(=C\c1ccccc1)CN1CCN(C(C)C)C(CCO)C1 (centres undefined)
30	-2%	-41%[59 µM]	2%	15%	19%	-12%	5	43%	i	CCSc1nnc(NC(=O)CSc2nnc(-c3c[nH]c4ccccc34)n2CC)s1

Record cards (already shown):
Profile of `Fc1ccc(-n2ncc3c(Nc4cccc(Cl)c4)ncnc32)cc1` : GLS inhibitor: -6%; G9a inh: 0%[59 µM]; BAZ2B block: 6%; ERG-DNA inh: 5%; Pin1 inh: -1%; JMJD2A Tudor inh: -3%; PI4K2A block: -2; HP1b binding inh: 25%; PGK inhibitor: -14%
Profile of `CCOc1ccc(NC(=O)Cn2c(=O)n(Cc3ccco3)c(=O)c3oc4ccccc4c32)cc1` : GLS inhibitor: 0%; G9a inh: -29%[59 µM]; BAZ2B block: -18%; ERG-DNA inh: 1%; Pin1 inh: 16%; JMJD2A Tudor inh: -20%; PI4K2A block: 0; HP1b binding inh: -2%; PGK inhibitor: -9%

The main list resumes, starting 4 compounds before the break.
cpd	GLS inhibitor	G9a inh	BAZ2B block	ERG-DNA inh	Pin1 inh	JMJD2A Tudor inh	PI4K2A block	HP1b binding inh	PGK inhibitor	mol
27	1%	-3%[59 µM]	9%	-1%	1%	-11%	1	10%	-3%	CCOC(=O)CNC(=O)CNC(=O)c1ccc(OC)cc1
28	-6%	0%[59 µM]	6%	5%	-1%	-3%	-2	25%	-14%	Fc1ccc(-n2ncc3c(Nc4cccc(Cl)c4)ncnc32)cc1
29	1%	4%	-8%	-9%	4%	-8%	2	25%	3%	C/C(=C\c1ccccc1)CN1CCN(C(C)C)C(CCO)C1 (centres undefined)
30	-2%	-41%[59 µM]	2%	15%	19%	-12%	5	43%	i	CCSc1nnc(NC(=O)CSc2nnc(-c3c[nH]c4ccccc34)n2CC)s1
31	5%	-5%[59 µM]	8%	-5%	2%	-13%	-4	9%	-9%	O=C(c1cccnc1)N1CCc2ccccc21
32	-5%	x	x	13%	0%	-11%	-4	37%	-3%	C[C@H](CO)N1C[C@H](C)[C@@H](CN(C)S(C)(=O)=O)Oc2c(NC(=O)C3CCCCC3)cccc2C1=O
33	-1%	-5%	8%	0%	0%	9%	0	28%	-11%	CCc1cc2c(=O)n(-c3ccccc3)cnc2s1
34	30%	3%[59 µM]	43%[activator]	x	2%	62%[activator]	1	121%[activator]	x	Cc1ccc(OC(=O)COc2ccccc2C)c(-n2nc3ccccc3n2)c1
35	0%	x	x	-22%	2%	u	4	10%	-7%	COc1cc2sc(-c3ccccc3OC)c(-c3ccc(O)cc3)c2cc1OC
36	-15%	u	50µM*	-13%	u	-26%	-6	17%	4%	Cc1cc(C)c(C)c(S(=O)(=O)N[C@@H](C)C(=O)OCc2cc(=O)n3cc(Br)ccc3n2)c1C
37	-2%	4%[59 µM]	12%	4%	2%	-11%	-4	40%[activator]	-10%	COC(C[C@H]1O[C@H]1[C@H](O)COCc1ccccc1)OC
38	2%	x	-15%	12%	1%	-16%	-13	40%[activator]	-4%	COc1cc(C(=O)N(C)CC2CCN(CCc3cccc(C(F)(F)F)c3)CC2)ccc1C
39	2%	-4%[59 µM]	0%	-1%	8%	-26%	5	3%	4%	O=C1CN(C(=O)CSc2nnnn2-c2ccc(Cl)cc2)c2ccccc2N1
40	12%	u	u	5%	0%	u	-12	-26%	-7%	CC1c2[nH]c3ccccc3c2CCN1C(=O)Nc1ccccc1 (centres undefined)
41	0%	-24%[59 µM]	5%	-13%	3%	11%	3	18%	-4%	Cc1c(-c2ccccc2)oc2c(C(=O)OCC(=O)Nc3cccc(F)c3)cccc2c1=O
42	14%	x	x	2%	1%	-21%	5	23%	-1%	CC(=O)c1c(C)[nH]c(C(=O)NNC(=O)c2ccc(Br)cc2)c1C
